# Screens from PubChem BioAssay.
# Diaph inh CS – diaphorase inhibitors and chemical oxidizers, primary screen, counter-screen for diaphorase-coupled primary assays, biochemical, uHTS, resorufin fluorescence; diaphorase resazurin-to-resorufin fluorescence, NADH, 16 min; bacterial (C. kluyveri) enzyme, not human; inhibition, % at 20 µM; 0.69% of 190,000 active; AID 1217, 2008;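 active means primary screen inhibition at 20 µM above a set limit, cut at about 50% in these data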;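 further: plate controls were DMSO with full reaction for no effect and wells lacking NADH for full effect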
#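 controls = No-NADH positive control and DMSO neutral control | system = Clostridium kluyveri diaphorase enzyme | timing = reaction incubation of 16 min at room temperature | signal = resorufin fluorescence 544/590 nm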
# PPARg SRC1 recr – PPARgamma agonists recruiting SRC-1 coactivator, primary screen, biochemical. Peroxisome proliferator-activated receptor gamma (Homo sapiens), P37231. PPARgamma-SRC-1 coactivator recruitment biochemical assay. activation, % at 8 µM. 0.41% of 200,000 active. AID 631, 2007; in the data active means activation above about 19%;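 further: 0% = DMSO and 100% = reference agonist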
# Target sequence (P37231 whole entry, looked up): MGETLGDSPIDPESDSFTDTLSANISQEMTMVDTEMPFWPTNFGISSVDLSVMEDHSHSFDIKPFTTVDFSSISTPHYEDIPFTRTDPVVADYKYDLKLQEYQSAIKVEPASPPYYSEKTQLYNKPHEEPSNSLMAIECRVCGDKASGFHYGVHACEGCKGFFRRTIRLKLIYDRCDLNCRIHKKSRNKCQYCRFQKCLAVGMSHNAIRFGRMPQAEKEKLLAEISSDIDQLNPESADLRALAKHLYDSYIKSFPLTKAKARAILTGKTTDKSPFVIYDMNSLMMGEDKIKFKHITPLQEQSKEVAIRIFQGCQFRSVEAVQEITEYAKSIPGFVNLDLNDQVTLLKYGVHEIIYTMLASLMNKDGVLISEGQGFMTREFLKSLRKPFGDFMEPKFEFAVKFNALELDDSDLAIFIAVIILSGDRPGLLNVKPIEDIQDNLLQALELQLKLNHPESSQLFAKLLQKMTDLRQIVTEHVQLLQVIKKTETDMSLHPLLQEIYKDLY
# PPARg SRC2 recr – agonists of PPARg-SRC-2 recruitment, primary screen, biochemical, HTS; AID 1032, 2008; activation, % at 8 µM; 0.34% of 200,000 active; Peroxisome proliferator-activated receptor gamma (Homo sapiens), P37231; PPARgamma LBD-SRC-2 recruitment; in the data active means activation above about 22%;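 further: 0% = vehicle and 100% = reference agonist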
# TR-FRET SRC-2 ct – TR-FRET signal artefacts, primary screen, artefact control for PPARgamma SRC-2 agonist project, biochemical; TR-FRET artefact counter-screen; hits give high values; TR-FRET ratio at 8 µM; 0.4% of 200,000 active; AID 1049, 2008; in the data active means TR-FRET ratio above about 2000; further: inactives centre near 1500
# PMI act hi M6P – human PMI activators, high substrate, primary screen, biochemical, fluorescence intensity, near-saturating mannose 6-phosphate. Mannose-6-phosphate isomerase (Homo sapiens), P34949. coupled PMI enzyme assay, resazurin fluorescence, 20 min; hits give high values; 1 = untreated enzyme, 0 = substrate-free blank. activation factor at 20 µM. 0.34% of 190,000 active. AID 1216, 2008;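 active means activation factor of 2 or more at 20 µM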
#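 Test system: human PMI in coupled enzyme assay; Input: PMI at 15 ng/mL final; Medium: HEPES buffer, pH 7.4; Schedule: 20 min incubation at room temperature; Technique: resorufin fluorescence at Ex 544/Em 590 nm; Compound: 20 µM single dose; Probe or stimulus: Near-saturating mannose-6-phosphate, 1.0 mM.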
# ROMK mod – ROMK potassium channel modulators, primary screen, cell-based, thallium flux, MLSMR library. 2% of 130,000 active. ATP-sensitive inward rectifier potassium channel 1 (Homo sapiens), P48048. Tet-inducible ROMK, thallium flux fluorescence; actives lie on both sides. B-score at 10 µM;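 active means signal ratio slope over the read window, or its plate-corrected B-score, at least 3 SD from the plate mean, either direction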;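 further: B-score of the F/F0 ratio slope over 7 to 12 s after thallium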
# Target sequence (P48048 whole entry, looked up): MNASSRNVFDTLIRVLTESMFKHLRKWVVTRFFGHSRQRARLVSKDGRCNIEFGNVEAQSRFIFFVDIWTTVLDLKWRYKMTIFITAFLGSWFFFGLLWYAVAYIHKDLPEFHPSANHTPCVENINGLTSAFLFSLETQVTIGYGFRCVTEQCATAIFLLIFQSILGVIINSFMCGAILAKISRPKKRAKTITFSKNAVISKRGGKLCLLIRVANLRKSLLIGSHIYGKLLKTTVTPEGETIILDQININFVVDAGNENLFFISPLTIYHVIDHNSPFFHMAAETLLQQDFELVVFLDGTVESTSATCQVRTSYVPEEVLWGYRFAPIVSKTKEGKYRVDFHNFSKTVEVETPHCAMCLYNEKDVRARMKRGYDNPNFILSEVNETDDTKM
# Diaph act CS – compounds boosting diaphorase resazurin reduction – biochemical, uHTS, resorufin fluorescence, counter-screen for diaphorase-coupled primary assays, primary screen; Diaphorase/resazurin coupled assay, 16 min; hits give high values; 1 = vehicle wells, 0 = NADH-free wells; activation factor at 20 µM; 0.005% of 190,000 active;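 active means diaphorase activity raised at least twofold by the compound at 20 µM; inactive means activation factor below 2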
#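 Test system: Clostridium kluyveri diaphorase, purified enzyme; input: enzyme 0.07 U/mL final; buffer or medium: 50 mM HEPES pH 7.4 with 4.542 mM MgCl2, 0.005% Tween 20; also added: 0.114 mM NADH and 0.1 mM resazurin, final amounts; schedule: 16 min enzyme reaction, ambient temperature; technique: fluorescence of resorufin, 544 nm excitation, 590 nm emission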
# G6PDH CS – L. mesenteroides G6PDH inhibitors, counter-screen for G6PDH-coupled screening assays, biochemical, Leuconostoc mesenteroides enzyme; Purified L. mesenteroides G6PDH, diaphorase/resazurin coupled fluorescence, 45 min; inhibition, % at 5 µM; glucose-6-phosphate dehydrogenase [Leuconostoc mesenteroides]; 0.12% of 200,000 active; in the data active means inhibition above about 50%
# PPARg SRC3 recr – PPARgamma agonists recruiting SRC-3 coactivator, primary screen, biochemical. biochemical PPARgamma/SRC-3 coactivator recruitment assay. activation, % at 8 µM. 0.26% of 200,000 active. Peroxisome proliferator-activated receptor gamma (Homo sapiens), P37231; in the data active means activation above about 23%;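 further: 0% = DMSO and 100% = reference agonist; some compounds past the cut are filed as inactive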
# S1P3 antagonist – S1P3 receptor antagonists, primary screen, cell-based | Sphingosine 1-phosphate receptor 3 (Homo sapiens), Q99500 | CHO S1P3 NFAT-BLA reporter, FRET fluorescence, antagonist mode | inhibition, % at 4.98 µM | 0.27% of 170,000 active | AID 485, 2006;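 active means inhibition above the plate cutoff, the mean inhibition of test wells on that plate plus 3 SD, cut at about 28% in these data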;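 further: cells challenged with S1P at its EC80 of 0.8 µM; blue over green emission ratio from cleaved BLA substrate after 4 h stimulation; 0% = S1P-stimulated wells and 100% = unstimulated DMSO-only wells; some compounds past the cut are filed as inactive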
# PMI act – activators of human PMI, primary screen, biochemical, fluorescence intensity, near-Km mannose 6-phosphate; Mannose-6-phosphate isomerase (Homo sapiens), P34949; purified human PMI, coupled resazurin fluorescence, 20 min; hits give high values; 1 = vehicle control, 0 substrate-free wells; activation factor at 20 µM; 0.005% of 190,000 active; AID 1214, 2008;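 active means activation factor of 2 or more at 20 µM, relative to plate controls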
# * marks the source's active call; other numbers are inactive results; . = no result given; & = joins results of further samples. Rows were taken by chance; about 3.3% have a hit in one of these screens.
Compound	Diaph inh CS	PPARg SRC1 recr	PPARg SRC2 recr	TR-FRET SRC-2 ct	PMI act hi M6P	ROMK mod	Diaph act CS	G6PDH CS	PPARg SRC3 recr	S1P3 antagonist	PMI act
Cc1cc(=O)[nH]c(-n2[nH]c3c(c2=O)CCCC3)n1	1	-4	1	1543	0.8	.	1	9	3	.	1
Cc1cc(N2CCN(c3ccccc3)CC2)n2cc(-c3ccccc3)nc2n1	14	-3	1	1565	0.9	.	0.9	10	-5	.	0.9
COC(=O)CCCCCC(CCC(=O)OC)NC(C)=O (stereo not given)	7	0	2	1465	1.1	.	0.9	4	-9	2	1
Cc1ccc(C(CC(=O)O)Nc2nc(N3CCOCC3)nc(N3CCOCC3)n2)cc1 (stereo not given)	-5	5	5	1773	1.3	-0.42	1	9	4	-16	1.3
CC(=O)Nc1ccc2c(c1)OCCOCCOc1cc(NC(C)=O)ccc1OCCOCCOCCO2	8	2	4	1553	1	-1.2	0.9	3	-5	.	1.1
COCCNC(=S)NNC(=O)c1ccco1	14	2	-13	1434	1	-0.43	0.9	2	-18	.	1.1
O=C(CSc1nc(C2CC2)nc2c1cnn2-c1ccccc1)Nc1c[nH]c(=O)[nH]c1=O	10	4	14	1711	0.9	-0.041	0.9	7	7	-22	0.8
Cc1cccc(OCC(=O)N2CCC(c3ccccc3)C2)c1 (stereo not given)	4	3	3	1414	1	.	1	-16	1	-5	1
COc1ccc(NC(=O)C23CC4CC(C2)CC(n2cnc(Br)n2)(C4)C3)c(C)c1	3	10	-2	1611	1	.	1	6	0	.	1
Cc1ccc(NS(=O)(=O)c2cc(NC(=O)c3cc4c(s3)CCCC4)ccc2C)c(C)c1	17	1	6	1614	0.9	-1.1	0.8	4	-3	7	0.9
COc1ccc(S(=O)(=O)NNC(=O)c2cc3c4ccccc4n(C)c3s2)cc1	7	0	7	1589	1	-0.57	0.9	1	11	.	1
CC(=O)NCCn1c(SCC(=O)NCC2CCCO2)nc2ccccc2c1=O (stereo not given)	10	-4	11	1413	0.6	.	0.9	2	-1	-14	1
CN(C)CCCNC(=O)c1cc(S(=O)(=O)N2CCOCC2)ccc1F	4	-2	1	1503	0.9	0.46	1	16	-4	.	0.9
COc1ccc(S(=O)(=O)N2CCC(C(=O)NCC3CCCO3)CC2)cc1 (stereo not given)	9	-1	4	1516	1	0.98	0.9	10	-2	.	1
N#C/C(=C\c1ccc(N2CCOCC2)o1)C(=O)N1CCOCC1	17	7	12	1734	0.9	0.019	0.8	3	1	-8	1

# Following part.
Compound	Diaph inh CS	PPARg SRC1 recr	PPARg SRC2 recr	TR-FRET SRC-2 ct	PMI act hi M6P	ROMK mod	Diaph act CS	G6PDH CS	PPARg SRC3 recr	S1P3 antagonist	PMI act
O=C(CCl)N1c2ccccc2OCC1c1ccccc1 (stereo not given)	-4	-3	-7	1578	1.2	.	1	5	-2	0	1.1
COc1ccc(S(=O)(=O)N2CCc3ccccc32)cc1C(=O)OCC(=O)c1c(N)n(C)c(=O)n(C)c1=O	26	-4	-2	1318	0.9	0.89	0.7	1	1	-11	0.9
O=C(c1ccccc1)c1cc(F)c(N2CCOCC2)cc1Cl	14	-1	7	1639	0.9	0.069	0.9	1	3	40	0.9
CCOC(=O)c1cc(NC(=O)Nc2cc(C)ccn2)c(C)nc1C	-8	-4	-12	1482	1.2	1.2	1.1	-9	-2	-19	1.1
CCN(CC(=O)NCCc1ccc(S(N)(=O)=O)cc1)Cc1nc2ccccc2c(=O)[nH]1	6	-4	-1	1557	1.1	.	0.9	10	3	-12	1.2
CCC(C)NS(=O)(=O)c1ccc(OCC(=O)Nc2ccc(F)cc2F)cc1 (stereo not given)	6	-1	0	1540	1.1	-0.3	0.9	-3	-19	.	1
Cc1cc(=O)[nH]c(N=N/C(=N/Nc2ccc(O)cc2)c2ccccc2)n1	-1	0	10	1605	2.3*	1.2	1	18	7	.	1.9
COC1(NS(=O)(=O)c2ccc(Br)cc2)C(C)=CC(=O)C=C1C	52*	4	8	1632	0.4	-2.2	0.5	38	2	-14	0.7
O=c1c2ccccc2nc(N/N=C/c2ccccc2)n1O	6	-10	2	1328	0.9	.	0.9	25	-5	.	1
COc1ccccc1N1CCN(Cc2nnnn2CCc2ccccc2)CC1	18	-4	2	1596	1.1	-0.78	0.8	0	-6	-5	1.1
Cc1oc2c(CN(C)C)c(O)ccc2c(=O)c1-c1ccc2ccccc2n1	13	5	7	1748	1	-0.071	0.9	1	1	10	1
Cc1ccc(N2C(=O)NC3(CCCCC3)C2=O)cc1	19	-1	5	1400	0.8	.	0.8	2	-3	-8	0.9
OCCN1CCN(Cc2cccc(Oc3ccc(Cl)cc3)c2)CC1	11	7	-1	1595	1	.	0.9	4	-13	-48	1
COc1ccc(/C=N/N=C2/NC(=O)C(CC(=O)O)S2)cc1OCc1ccc(Cl)cc1 (stereo not given)	18	4	5	1545	0.9	.	0.8	-13	-4	3	0.9
CS(=O)(=O)NCCOc1ccc(S(=O)(=O)N2CCCc3ccccc32)cc1	17	2	-4	1484	0.9	.	0.8	8	-1	1	0.9

# Later entries
Compound	Diaph inh CS	PPARg SRC1 recr	PPARg SRC2 recr	TR-FRET SRC-2 ct	PMI act hi M6P	ROMK mod	Diaph act CS	G6PDH CS	PPARg SRC3 recr	S1P3 antagonist	PMI act
Cc1ccc(-n2c(C)nnc2SCC(=O)Nc2ccccc2)cc1	-1	-6	2	1456	1	-0.25	1	-2	14	.	1
COc1ccccc1N1CCN(S(=O)(=O)c2cccs2)CC1	16	-4	13	1458	1	-0.015	0.8	4	-2	.	0.9
COc1cccc(C(C(=O)NC2CCCC2)N(Cc2ccco2)C(=O)c2ccco2)c1OC (stereo not given)	1	-2	1	1252	1.1	.	1	4	-1	.	1
CCO[C@@H]1OC(C(N)=O)=C[C@H](c2cn(C(C)=O)c3ccccc23)[C@H]1CCCO	-7	9	-3	1572	1.1	.	1.1	4	6	-14	1
Cc1ccc(Cl)cc1NC(=O)CC1NCCNC1=O (stereo not given)	13	-7	-1	1564	0.9	.	0.9	6	0	.	1
Cc1ccc(-c2[nH]nc3c2C(c2ccsc2)C(C#N)=C(N)O3)cc1 (stereo not given)	19	11	9	1709	1	.	0.8	4	12	.	1
CN1c2cccc3cccc(c23)N(C)C1(C)C	52*	-1	1	1460	0.4	-0.061	0.5	8	0	-10	0.4
Nc1nonc1-c1noc(CCCOc2ccc(Cl)cc2Cl)n1	18	2	-1	1653	1	0.84	0.8	1	2	43	0.9
COC(CNC(=O)C1CCCN1C(=O)OCc1ccccc1)OC (stereo not given)	4	3	-11	1594	1	1.7	1	7	-3	1	1.1
Cc1cc(N)n(-c2ccccc2)n1	0	10	6	1475	1.1	0.38	1	0	4	.	1
CC(C)CC(C(=O)NCc1ccccn1)N1C(=O)c2ccccc2C1=O (stereo not given)	8	3	11	1684	1	0.07	0.9	-1	8	0	1
COc1cc(OC)c(C2CC(=O)N3CN(c4ccccc4)CSC3=C2C#N)cc1OC (stereo not given)	46	2	7	1705	0.7	-0.14	0.5	23	4	-15	0.6
O=C(CNS(=O)(=O)c1cccs1)NCc1ccc(F)cc1	14	10	2	1468	1	0.063	0.9	4	8	-9	1.1
COc1ccccc1-c1nc(SCc2ccccn2)n[nH]1	14	.	.	.	1	.	0.9	4	.	-10	1
CCOC(=O)c1ccccc1NC(=O)Cn1c(-c2nonc2N)nc2ccccc21	24	10	5	1698	1	4.4*	0.8	-49	0	56*	0.9

# Later entries:
Compound	Diaph inh CS	PPARg SRC1 recr	PPARg SRC2 recr	TR-FRET SRC-2 ct	PMI act hi M6P	ROMK mod	Diaph act CS	G6PDH CS	PPARg SRC3 recr	S1P3 antagonist	PMI act
Cc1ccc(C(=O)NCCNc2ccc([N+](=O)[O-])cc2C(F)(F)F)cc1	6	-3	-5	1426	1	0.19	0.9	4	4	2	0.9
CCOc1ccc(/C=N/NC(=O)c2ccc(Cn3cc([N+](=O)[O-])cn3)o2)cc1	6	7	11	1554	0.9	0.63	0.9	3	-5	.	0.9
COC(=O)[C@H](C)NC(=O)Nc1cccc(C)c1	-1	2	4	1623	1	.	1	0	2	.	1
Cc1nc2c(-c3ccccc3)c(C)nn2c(C)c1CCC(=O)O	15	-2	10	1673	0.9	.	0.9	3	4	-27	0.9
O=c1cc(CSc2nnc(-c3cccs3)n2Cc2ccccc2)nc2sc3ccccc3n12	39	-6	-1	1717	0.9	.	0.6	8	-1	-1	0.9
CCCCC(CC)CNC(=O)/C=C/c1ccc(F)cc1 (stereo not given)	15	6	4	1447	0.9	.	0.8	5	-3	8	1
CCN(CC)S(=O)(=O)c1ccc(C)c(NC(=S)NNC(=O)C2CC2)c1	-7	1	-2	1454	1.1	0.96	1.1	11	1	3	1
Cc1ccccc1-n1c(=O)cc(N2CCC3(CC2)OCCO3)[nH]c1=O	20	-6	12	1482	0.9	0.99	0.8	2	5	.	1
CNc1c([N+](=O)[O-])cnn1-c1ccc(F)cc1	9	2	2	1475	1	-0.55	0.9	11	0	-2	0.9
CC(CNc1ccccc1O)C(=O)O (stereo not given)	39	-3	-7	1294	0.4	.	0.6	42	-1	5	0.7
O=C(CC1C(=O)NCCN1Cc1ccc(-c2ccccc2)cc1)NCCOc1cccnc1 (stereo not given)	3	1	-1	1466	0.8	0.2	1	1	1	-11	1
N=C(N)SCc1nc2ccccc2c(=O)n1-c1ccccc1	9&19	-1&-4	8&5	1568&1734	1&1.4	0.43	0.9&0.8	6&26	0&2	-29&-1	0.9&1.4
Cc1nnc(SCC(=O)NNC(=O)c2ccc(Br)cc2)n1C	.	7	7	1581	.	0.32	.	6	6	-4	.
